Screening data (PubChem BioAssay)
ELG1 genotoxic = qHTS screen for small molecules that induce genotoxicity in human embryonic kidney (HEK293T) cells expressing luciferase-tagged ELG1 | HEK293T ELG1-luciferase reporter, luminescence, 16 h | Potency, µM (series often up to 46 µM), for the others: at the top dose activity change, positive = activation, usual class: activators | 330,000 tested, 1.3% active | AID 504466, 2011; further: potency means the concentration at half of the fitted maximal effect; % of control where 0% means no effect; nearly all actives have a fitted effect of over 60% in size
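Genotoxic stress is detected as increased luminescence from luciferase-tagged ELG1 in HEK293T cells, measured with ONE-Glo after a 16 hr treatment at 37 °C.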
NPC1 prom act = qHTS Assay for NPC1 Promoter Activators | Huh7 NPC1 promoter luciferase reporter, 24 h | Potency, µM (doses to about 9.22 µM), for the others: at the highest dose activation, actives largely listed as activators | AID 485313, 2010 | 320,000 tested, 2.4% active;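 further: potency means the concentration at half of the fitted maximal effect; % of control where 0% means no effect; nearly all actives have a fitted effect of over 60% in size; reporter is driven by a mutant NPC1 promoter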
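Luminescence read-out of NPC1 promoter-driven luciferase in stably transfected Huh7 cells; compounds delivered in DMSO and left 24 h at 37C, 5% CO2, qHTS titration format.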
BRCA1 expr up = qHTS Assay to Identify Small Molecule Activators of BRCA1 Expression. MCF7-BRCA1-FFLuc reporter, luminescence, 48 h; response scale: scaled: vehicle 0%, 10 µM genistein 100%. Potency, µM (doses to about 46.1 µM), without a hit: at the top dose activation, most hits filed as activators. 380,000 tested, 1.1% active; further: potency means the concentration at half of the fitted maximal effect; nearly all actives have a fitted effect of over 80% in size; some results filed as inactive show a strong effect at the top dose
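Luminescence from a BRCA1-driven firefly luciferase in MCF7 cells was read after 48 h compound exposure at 37 C. Data normalized against DMSO and a 10microM genistein activation control, then curve-fitted across the titration.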
PKM2 activator = qHTS Assay for Activators of Human Muscle isoform 2 Pyruvate Kinase. purified PKM2, Kinase-Glo ATP luminescence, activation; response scale: 0% is enzyme alone, no compound. Potency, µM (top dose mostly 57.5 µM), inactives show at the top dose activation, usual class: activators. 260,000 tested, 0.34% active. AID 1631, 2009; further: potency means the concentration at half of the fitted maximal effect; on the % scale 0 is the no-effect control and ±100 the full control effect; nearly all actives have a fitted effect of over 55% in size
Target sequence (P14618 whole entry, looked up, canonical isoform): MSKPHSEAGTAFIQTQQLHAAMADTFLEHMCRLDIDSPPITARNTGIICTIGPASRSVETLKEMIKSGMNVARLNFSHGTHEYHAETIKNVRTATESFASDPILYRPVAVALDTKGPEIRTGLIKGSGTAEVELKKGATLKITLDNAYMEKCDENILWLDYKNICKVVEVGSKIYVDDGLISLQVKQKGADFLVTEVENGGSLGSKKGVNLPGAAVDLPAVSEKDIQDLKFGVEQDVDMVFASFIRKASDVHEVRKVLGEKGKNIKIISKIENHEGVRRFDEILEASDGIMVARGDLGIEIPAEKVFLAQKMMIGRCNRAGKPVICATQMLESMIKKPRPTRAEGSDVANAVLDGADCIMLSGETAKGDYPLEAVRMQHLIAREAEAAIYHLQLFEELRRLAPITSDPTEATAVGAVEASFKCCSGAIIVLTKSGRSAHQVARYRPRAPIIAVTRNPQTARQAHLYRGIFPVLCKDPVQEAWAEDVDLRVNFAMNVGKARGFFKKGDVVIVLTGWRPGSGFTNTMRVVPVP
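Kinase-Glo luminescence reports ATP generated from ADP (0.1 mM) and PEP (0.5 mM) by purified hPK-M2 after 1 h at room temperature, pH 7.2 imidazole buffer; intermediate enzyme activity allows detecting inhibitors and activators.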
p53 reactivation = qHTS assay for re-activators of p53 using a Luc reporter. H1299 p53-A138V BP100-luciferase reporter, luminescence, 24 h. Potency, µM (series often up to 92.2 µM), inactives show at the highest dose activity change, positive = activation, most hits filed as activators. 320,000 tested, 0.063% active. AID 504706, 2011; further: potency means the concentration at half of the fitted maximal effect; % of control where 0% means no effect; nearly all actives have a fitted effect of over 45% in size
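H1299 (p53-null), stable ts p53-A138V + BP100-Luc; 1000 cells/well, Opti-MEM/10% FBS; cpd 4 pt, 1:5; 24 h, 37 deg C, 5% CO2; detection reagent 10 min RT; luminescence.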
Gal4-VP16 FLuc = VP16 counterscreen qHTS for inhibitors of ROR gamma transcriptional activity | Potency, µM (titrated, usually from 53.6 µM), without a hit: top-dose activity, negative = inhibition, hits mostly inhibitors | AID 2546, 2010 | Drosophila S2 Gal4-VP16 UAS-luciferase, luminescence, 20 h | 310,000 tested, 3.5% active;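 further: Gal4-VP16 expression switched on by copper sulfate through the metallothionein promoter; potency means the concentration at half of the fitted maximal effect; on the % scale 0 is the no-effect control and ±100 the full control effect; nearly all actives have a fitted effect of over 50% in size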
FLuc modulator = qHTS profiling assay for firefly luciferase inhibitor/activator using purifed enzyme and Km concentrations of substrates (counterscreen for miR-21 project) | Luciferin 4-monooxygenase (Photinus pyralis), P08659 | purified FLuc, Km substrates, luminescence inhibition | Potency, µM (top dose mostly 57.5 µM), inactives show at the top dose activity change, negative = inhibition, usual class: inhibitors | 360,000 tested, 6.9% active | AID 588342, 2011;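 further: potency means the concentration at half of the fitted maximal effect; plate controls were vehicle for no effect and reference inhibitor for full effect; nearly all actives have a fitted effect of over 55% in size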
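Biochemical qHTS of compounds, final roughly 60 µM downward over six points, against 10 nM purified firefly luciferase using Km concentrations of substrates (10 uM D-luciferin, 10 uM ATP) in Tris acetate pH 7.5 buffer; luminescence output.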
RORgamma inh = qHTS for inhibitors of ROR gamma transcriptional activity | Nuclear receptor ROR-gamma (Mus musculus), P51450 | Drosophila S2 Gal4-RORgamma UAS-luciferase reporter, 20 h | Potency, µM (top dose mostly 53.6 µM), for the others: at the highest dose activity change, negative = inhibition, most hits filed as inhibitors | 310,000 tested, 5.4% active | AID 2551, 2010; further: potency means the concentration at half of the fitted maximal effect; on the % scale 0 is the no-effect control and ±100 the full control effect; nearly all actives have a fitted effect of over 60% in size
Target sequence (P51450 whole entry, looked up, the tested form may be a part): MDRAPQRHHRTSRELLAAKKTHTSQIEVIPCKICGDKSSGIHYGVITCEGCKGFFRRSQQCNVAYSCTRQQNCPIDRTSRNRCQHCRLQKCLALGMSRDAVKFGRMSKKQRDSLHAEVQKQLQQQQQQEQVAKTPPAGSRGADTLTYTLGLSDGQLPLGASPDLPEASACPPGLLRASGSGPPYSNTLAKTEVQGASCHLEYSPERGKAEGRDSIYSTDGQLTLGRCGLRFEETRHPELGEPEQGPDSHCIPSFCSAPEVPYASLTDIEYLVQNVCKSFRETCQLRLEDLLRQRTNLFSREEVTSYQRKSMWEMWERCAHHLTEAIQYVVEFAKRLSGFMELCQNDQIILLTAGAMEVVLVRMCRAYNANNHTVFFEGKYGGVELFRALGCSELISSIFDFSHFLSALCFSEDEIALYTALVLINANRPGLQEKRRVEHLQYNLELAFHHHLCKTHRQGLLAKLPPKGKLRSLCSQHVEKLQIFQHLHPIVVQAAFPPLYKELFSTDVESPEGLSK
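ROR gamma transcriptional activity was tracked as Gal4-UAS luciferase output in stably transfected Drosophila Schneider cells, with compound added 1 hr before 700 uM copper sulfate induction and a 20 hr ambient-temperature incubation.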
Giardia kill = Small Molecules that selectively kill Giardia lamblia: qHTS. AID 540267, 2011. Giardia lamblia trophozoite viability. 340,000 tested, 0.15% active. activity change, % at 7.66 µM, hits read low; in the data active means activity change below about -80%; inconclusive means between about -30% and that limit;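 further: parasites exposed to compound for two days anaerobically before the ATP read; on the % scale 0 is the no-effect control and ±100 the full control effect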
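Giardia lamblia trophozoites (100 cells/well) were incubated with compounds for 48 h at 37 deg C under anaerobic conditions. Viability was read as ATP content by one-step luminescence after 15-30 min at room temperature.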
Rab9 promoter act = qHTS Assay for Rab9 Promoter Activators. 320,000 tested, 2.8% active. Huh7 Rab9 promoter-luciferase reporter, luminescence, 24 h. Potency, µM (titrated, usually from 9.22 µM), without a hit: at the top dose activation, negative = inhibition, most hits filed as activators. AID 485297, 2010; further: potency means the concentration at half of the fitted maximal effect; % of control where 0% means no effect; nearly all actives have a fitted effect of over 60% in size
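Luminescence from Amplite-detected luciferase (10 minutes, ambient) reports Rab9 promoter activation. Before that, stable Rab9-luciferase Huh7 cells (1500/well, reduced-serum OP-MEM I plus 10% FBS) were exposed to compound for 24 hours at 37C.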
Menin-MLL TR inh = qHTS Assay for Inhibitors Targeting the Menin-MLL Interaction in MLL Related Leukemias: Competition With Texas Red Labeled MLL-derived Mutant Peptide; Menin + Texas Red MLL mutant peptide, fluorescence polarization; AID 1768, 2009; Potency, µM (doses to about 61.6 µM), inactives show at the highest dose FP activity change, negative = inhibition, actives largely listed as inhibitors; 270,000 tested, 0.23% active; O00255; active means well fitted inhibition curve with a large enough effect in the polarisation, with a control signal flat, not every such curve was filed as active; inconclusive means small, poorly fitted or top-dose-only effect, or effect the other way, or a change in a side signal; inactive means no such curve, though single readings can be large or run the other way; the % refers to the polarisation; further: potency means the concentration at half of the fitted maximal effect; % of control where 0% means no effect; many of its hits are not listed in these tables
An asterisk follows results filed as active; ? = inconclusive; . = not tested or not shown; & = joins results of further samples; [ ] = another dose, or the depositor's remark. Unless noted, the call rests on the fitted dose curve; in most records, active means well fitted curve in the direction sought with a large enough effect; inconclusive means small, poorly fitted or top-dose-only effect, or another doubt; inactive means no such curve, though single readings can be large; an effect the other way counts as inactive or inconclusive. These rows are one share of the data. The share of hits here may be higher or lower than overall.

mol	ELG1 genotoxic	NPC1 prom act	BRCA1 expr up	PKM2 activator	p53 reactivation	Gal4-VP16 FLuc	FLuc modulator	RORgamma inh	Giardia kill	Rab9 promoter act	Menin-MLL TR inh
COc1ccc(OC)c(NC(=O)Cn2c(CCC(=O)O)ccc2-c2ccccc2)c1	1%	0%	-32%	-4%	0%	0%	-18%&1%	17%	-17	3%	-2%
Cc1ccc(C(=O)N/C(=C\c2cn(S(=O)(=O)N(C)C)c3ccccc23)C(=O)NCCCn2ccnc2)cc1	0%	0%	1%&-13%	.	-13%	23%	0%&-3%	27%	?	4%	-23%
Cc1occc1C(=O)Nc1nccs1	-3%	2%	22%	-10%	19%	-30%	-1%[2.3 µM]	-7%	-22	19%	2%
CC(=O)N1CCN(C(=O)c2ccc3oc(CCCc4ccccc4)nc3c2)CC1	0%[9.26 µM]	-5%	9%	.	14%	4%	3%	14%	-6	5%	-23%
Cc1ccc(C)c(OCc2cc(C(=O)N3CCOCC3)no2)c1	?	23%	18µM*	.	?	?	21µM*	6%	-13	?	-5%
Cc1ccc(NC(=O)Nc2ccc3oc(C)nc3c2)cc1	17%	1.1µM*	39%	-17%	9%	-6%	1.2µM*	-17%	?	1.6µM*	1%
COC(=O)C1CCN(Cc2cc(=O)oc3cc(C)c(Cl)cc23)CC1	0%	-9%	10%	.	3%	-15%	-17%	8%	15	-2%[1.84 µM]	-15%
CCc1cccc(N(C(=O)c2csnn2)C(C(=O)NC(C)(C)C)c2ccccn2)c1 (configuration not stated)	-3%	-3%	-1%	-4%	-3%	10%	0%	5%	0	-9%	-7%
C1CCC2(CC1)OCC1(CO2)COC2(CCCCC2)OC1	.	.	11%	6%	.	18%	3%	8%	5	.	-22%
c1coc(-c2nc3nc4ccccc4nc3n2-c2ccc3c(c2)OCCO3)c1	-6%	2%	-11%	?	-2%	-5%	3.8µM*	-1%	6	15%	-16%
O=C(Nc1cccn(Cc2c(Cl)cccc2Cl)c1=O)C1CC1	-12%	-4%	9%	?	-2%	2%	-12%	17%	-11	2%	6%
CCCCC(NC(=O)CCc1c(C)c2cc3c4c(oc3c(C)c2oc1=O)CCCC4)C(=O)O (configuration not stated)	1%	-7%	4%	.	-6%	-25%	2%	?	18	-5%	-13%
CCOC(=O)N1CCN(CC(O)COCc2ccc(OC)c(OC)c2)CC1 (configuration not stated)	1%	-3%	-2%	4%	3%	-3%	4%	-11%	-1	3%	0%
Cn1cc(C(=O)NCc2ccc(Cl)cc2)c(=O)c2cc(S(=O)(=O)N3CCOCC3)ccc21	-1%	2%	-11%	3%	-3%	-8%	-2%	7%	-2	3%	?
Cc1cnn(C(=S)NCc2ccco2)c1	1%	1%	-1%	-17%	21%	?	-7%	-129%	-6	1%	17%
CCc1nc(C)ccc1OCC(=O)NCCCN(C)C	-2%	0%	-1%	1%	23%	-8%	2%	5%	0	-3%	-27%
CCOC(=O)C1CCN(S(=O)(=O)c2ccc(C)c(C(=O)NC3CCCCC3)c2)CC1	-5%	-4%	-10%	-1%	-1%	14%	3%	16%	18	3%	11%
Cc1c(CN2CCC(CO)(Cc3cccc(C(F)(F)F)c3)CC2)c2ccccc2n1C	-4%	0%	-93%	-8%	-7%	8.9µM*	-1%	7.1µM*	-11	3%	?
CCCN1C=CC(=CC=C(C#N)C#N)C=C1	-3%	-6%	26%	12%	6%	-4%	-4%	15%	3	13%	.
CC1Sc2ccc(C(=O)Nc3ccccc3OC(F)F)cc2NC1=O (configuration not stated)	?	?	51%	.	-2%	.	?	.	-5	?	.
CC(=C/C(=O)O)/C(=C\c1ccc(Br)o1)C(=O)O	-1%	3%	0%	-3%	0%	-11%	0%	8%	-8	-9%	.
O=C(COc1ccccc1Cl)NC(=S)Nc1ccc(CN2CCOCC2)cc1	-2%	-2%	28%	-1%	-10%	-4%	-18%	-9%	1	-6%	7%
COc1ccccc1CC(=O)NN1C(=O)NC2(CCC(C)CC2)C1=O (configuration not stated)	-1%	-2%	12%	.	-1%	.	-11%	.	1	-3%	.
CCOC(=O)C1CCCN(c2cc(C)nc3cc(-c4ccc(Cl)cc4)nn23)C1 (configuration not stated)	-4%	-5%	25%	11%	1%	-12%	-27%	?	11	2%	6%
CCCCn1c(N)c(N(CCOC)C(=O)C2CCCN(C(=O)c3ccc(Cl)cc3)C2)c(=O)[nH]c1=O (configuration not stated)	4%	1%	19%	.	-6%	.	-8%	.	7	-7%	.
CCOC(=O)CSc1nnc(Cc2cc(=O)[nH]c(=O)[nH]2)n1-c1ccc(Cl)cc1	1%	0%	33%	1%	1%	-3%	0%	11%	-11	-3%	-11%[11.7 µM]
Cc1[nH]c2ccccc2c1/C=C/c1nc2ccccc2c(=O)n1-c1cccc([N+](=O)[O-])c1	20%	5%	-37%	1%	1%	?	3%	-26%[10 µM]	36[activator]	-3%	?
O=C(CN(Cc1ccccc1Cl)C(=O)CNS(=O)(=O)c1ccccc1)NCC1CCCO1 (configuration not stated)	13%	1%	2%	3%	-1%	4%	3%	0%	3	4%	0%
CCOC(=O)c1nc(-c2ccccc2)oc1N1CCOCC1	-1%	0%	-8%	-5%	-1%	-6%	6%	-10%	-8	0%	-3%
CCc1cc2ccc(OC)cc2nc1SCC(=O)NNC(C)=O	7%	-4%	-4%	11%	-2%	4%	3%	2%	11	6%	-19%
CN(C)C=Nc1ncc2c3ccccc3n(CCN(C)C)c2c1C#N	-8%	1%	-43%	0%	-4%	?	2%	-25%	6	2%	-16%
COC(=O)c1ccc(NC(=O)CSC2=NCCN2)cc1	0%	-1%	-47%	3%	-29%	-3%	2%	-16%	17	-2%	0%
CC(C(=O)N1CCc2ccccc21)N1CCN(S(=O)(=O)c2cccs2)CC1 (configuration not stated)	-7%	0%	-16%	.	-9%	.	13%	.	1	5%	.
CCCCc1ccc(NC(=S)N2CCC(O)CC2)cc1	9%	9%	64%	-2%	-7%	16%	?	-24%	-16	23%	0%
Cc1ccc(-n2nnc3c(SCC(=O)NCC4CCCO4)ncnc32)cc1 (configuration not stated)	13%	8%	-24%	-1%	40%	?	5.4µM*	-34%	-18	-1%	15%
CCOC(=O)c1c(C)[nH]c(C)c1S(=O)(=O)N(C)CC(=O)Nc1ccccc1F	0%	-8%	-5%	-4%[0.46 µM]	-19%	-5%	0%	5%	13	-3%	-2%
O=C(Nc1cccc(S(=O)(=O)N2CCCC2)c1)c1ccc2c(=O)n3c(nc2c1)CCCCC3	-10%	-6%	-65%	-2%	3%	-25%	12µM*	32%	23	-22%	2%
Cc1ccc(C2=Nc3ccc(Br)cc3C(c3ccncc3)=NN2)cc1	3%	-3%	-5%	3%	7%	-10%	27µM*	43%	13	27%	1%
O=C(Nc1ccc2snnc2c1)N1CCOCC1	3%	5%	-5%	0%	6%	-8%	-3%	-15%	-3	1%	1%
COc1cc(C2C(C#N)=C(N)Oc3c2ccc2ccccc32)ccc1OCC(=O)Nc1ccccc1C (configuration not stated)	-6%	-2%	-54%	2%	-4%	0%	-3%	-4%	3	-6%	25µM*
CN1CCN(c2nc3c(c(=O)[nH]c(=O)n3C)n2CCCSc2nnnn2-c2ccccc2)CC1	15%	-4%	-18%	-3%	8%	-1%	-1%	2%	-15	2%	-6%
